SKBR3 24h inh: SK-BR-3 proliferation inhibitors | SK-BR-3 viability, CellTiter-Glo ATP luminescence, 24 h; active compounds read low | viability, % at 10 µM | 0.47% of 41,000 active;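 active means viability at or below the median of all test compounds minus 3 SD, in both replicates if run twice, cut at about 45% in these data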;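 further: 100% = median untreated cell wells and 0% = median positive control drug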
An asterisk follows results filed as active. These rows are one share of the data, so the mix of outcomes need not match the whole.

cpd	molecule	SKBR3 24h inh
1	CCOC(=O)c1cnn2c(C(F)(F)F)cc(-c3cn(C)nc3C)nc12	87
2	Cc1cc(=O)[nH]c(Nc2c(C)n(C)n(-c3ccccc3)c2=O)n1	85
3	O=C(Cc1ccc(F)cc1)Nc1c2c(nn1-c1cccc(Cl)c1)CS(=O)C2 (stereo unspecified)	36*
4	Cc1cccc(N2CCN(S(=O)(=O)c3ccc4c(c3)n(C)c(=O)c(=O)n4C)CC2C)c1 (stereo unspecified)	92
5	Cn1cccc1C(=S)N1CCOCC1	104
6	Cc1nc2ccc(NC(=O)c3ccc(S(=O)(=O)N4CCOCC4)cc3)cc2s1	91
7	CCOC(=O)CN=C1CC(C)(C)CC2=C1Sc1ncnc(N(C)C)c1N2	105
8	COc1ccc2nc(NC(=O)c3ccc(Br)s3)sc2c1	98
9	CS(=O)(=O)Nc1ccc2c3c(cccc13)CC2	120
10	CSC1CCCCC1(O)CSc1nc2c(cc1C#N)CCCC2 (stereo unspecified)	92
11	Cc1ccc(-c2nn(CC(=O)NCCN3CCOCC3)c(=O)c3ccccc23)cc1	95
12	Cc1nn(CC(=O)Nc2nnc(CC(=O)N3CCCC3)s2)c(=O)c2ccccc12	94
13	CCCC(c1nnnn1CC(=O)OCC)N(Cc1cc2c(C)cc(C)cc2[nH]c1=O)C1CCCC1 (stereo unspecified)	90
14	O=C(CN(Cc1ccccc1)C(=O)CCC(=O)Nc1nccs1)NCc1ccco1	95
15	COc1cccc(C2N(c3ccccn3)C(=O)C3CCCN32)c1OC (stereo unspecified)	69

(continued)
cpd	molecule	SKBR3 24h inh
16	O=C(Nc1ccc(F)cc1)c1cccnc1N1CCOCC1	106
17	O=C(CSc1nnc(Cc2ccccc2)n1Cc1ccco1)NC1CCCC1	85
18	CC(C)Sc1nc2c(c(=O)[nH]c(=O)n2C)n1CCc1ccccc1	90
19	Cc1ccc(N(CC(=O)NCc2cccs2)S(=O)(=O)c2cccs2)cc1	72
20	COCCCNC(=O)C1CCN(C(=O)Nc2ccc(Cl)cc2)CC1	111
21	COc1ccc(Cl)cc1NC(=O)CN1C(=O)CSC1=O	109
22	C[C@H](NC(=O)Nc1cccc(C(F)(F)F)c1)C(=O)O	89
23	O=P(c1ccccc1)(c1ccccc1)C1CCCO1 (stereo unspecified)	95
24	Cc1ccc(CN2C(=O)CCC2C(=O)N2CCN(c3ccc(F)cc3)CC2)cc1 (stereo unspecified)	89
25	Cc1ccc(C)c(NC(=O)CSc2nnc(CCCCCNC(=O)OC(C)(C)C)o2)c1	95
26	CCCCn1c(NC(C)=O)c(C#N)c2nc3ccccc3nc21	86
27	O=C(NC1CCCCC1)/C(=N\O)c1ccccn1	115
28	CC1CCCCN1CCNS(=O)(=O)c1ccc2c(c1)oc(=O)n2C (stereo unspecified)	86
29	C(=N\n1cnnc1)/c1cn(-c2cccs2)nc1-c1ccccc1	85
30	Cc1ccc(C(=O)C2CCN(CC(=O)NC3CCCCC3)CC2)cc1	84

As entered above:
SKBR3 24h inh with entry 26 is entered as 86
SKBR3 24h inh with entry 24 is entered as 89
SKBR3 24h inh with entry 16 is entered as 106
SKBR3 24h inh with entry 22 is entered as 89
SKBR3 24h inh with entry 21 is entered as 109

Screen by screen, quoted from above:
SKBR3 24h inh, entries 19–29 → 72, 111, 109, 89, 95, 89, 95, 86, 115, 86, 85

(cont.)
cpd	molecule	SKBR3 24h inh
31	Cc1cc(C(=O)Nc2nnc(C3CCCCC3)s2)cs1	77
32	COc1cccc(NC(=O)c2ccccc2-c2nc(-c3cccc(C)c3)no2)c1	74
33	Cc1ccc(NC(=O)C(C)N2CCOCC2)c(C(=O)c2ccccc2)c1 (stereo unspecified)	78
34	Cc1nc2sc(C)c(C)c2c(=O)o1	78
35	COc1cccc2cc(-c3nnc(SCC(=O)NCc4ccccc4)n3C)oc12	78
36	O=C(Nc1ccncc1)c1cc2ccccc2oc1=O	79
37	CC1(C)Cc2c(C#N)c(N3CCOCC3)nc(Cc3ccccc3)c2CO1	119
38	Cc1noc(C)c1CSc1ncnc2ccccc12	86
39	Cc1cccc(C)c1NC(=O)Cn1c(=O)n(CCC(=O)NCc2ccco2)c(=O)c2sccc21	89
40	COc1ccc(C(=O)Cn2nnc(-c3cccs3)n2)cc1	69
41	CN1CCOc2cc(S(=O)(=O)Nc3ccc(F)cc3)ccc21	96
42	O=C(c1ccc(S(=O)(=O)N2CCC(c3nc4ccccc4s3)CC2)cc1)N1CCOCC1	96
43	COCCCNC(=O)CCC(=O)Nc1ccc2nc(N3CCOCC3)cc(C)c2c1	100
44	Cc1cc(Cl)c(S(=O)(=O)NC(C(=O)O)c2ccccc2)cc1OCC(N)=O (stereo unspecified)	99
45	COc1cccc(C(=O)N2CCN(C(=O)c3cccc(F)c3)CC2)c1	93

Next structures:
cpd	molecule	SKBR3 24h inh
46	CCn1c(N2CCN(CC(=O)c3c[nH]c4ccccc34)CC2)nc2c1c(=O)[nH]c(=O)n2C	98
47	O=C(CN1CCOCC1)Nc1ncccn1	93
48	c1ccc(-c2nc3nonc3c3nc4ccccc4n23)cc1	72
49	COc1ccc(OC)c(C2/C(=C(/O)c3ccc(C)cc3)C(=O)C(=O)N2Cc2ccco2)c1 (stereo unspecified)	81
50	Cc1cccn2c(=O)c(C=Nc3ccc(Cl)cc3)c(NCCO)nc12	81
51	CC1(C)CC(=O)C(C=NCCN2CCN(C(=O)NC34CC5CC(CC(C5)C3)C4)CC2)=C(O)C1	84
52	O=c1c2c(nc3nc(Cc4ccccc4)[nH]n13)CCC2	94
53	O=C(NCCCN1CCOCC1)C1(c2ccccc2)CCCC1	88
54	O=C(CN1CCN(C(=O)c2ccccc2)CC1)Nc1ccc(Br)cn1	84
55	COc1cc(C)nc(OCCNS(=O)(=O)c2cc(C)ccc2C)n1	89
56	CS(=O)(=O)N1CCN(Cc2ccccc2C(F)(F)F)CC1	105
57	CCOC(=O)c1sc(NC(=O)C2CCCO2)c(C(=O)OCC)c1C (stereo unspecified)	92
58	CCOc1ccc2nc(NC(=O)CS(=O)(=O)c3ccccc3)sc2c1	113
59	CCCCCCC(=O)N(O)C1CC(=O)N(c2ccc(Br)cc2)C1=O (stereo unspecified)	81
60	COCCCNC(=O)CCn1c(=O)c2ccccc2n(CC(=O)Nc2ccccc2C)c1=O	83

Next part:
cpd	molecule	SKBR3 24h inh
61	Nc1nc(-c2cccnc2)nn1C(=O)CCc1ccccc1	102
62	CC1(C)CC(=O)C=C(NCCN2CCN(C(=O)Nc3ccc(Cl)cc3)CC2)C1	85
63	Cc1ccc(NC(=O)CN2C(=O)C(C)Oc3ccccc32)nc1 (stereo unspecified)	85
64	COc1ccccc1NC(=O)C1=C(C)Nc2nnnn2C1c1cccc(Br)c1 (stereo unspecified)	98
65	COc1cc(Cn2c(N)c(C#N)c3nc4ccccc4nc32)cc(OC)c1	80
66	CN1CCc2c(C#N)c(N3CCCCC3)nc(N3CCOCC3)c2C1	107
67	Cc1cc(C)n(-c2nc3sc4c(c3c3nnc(SCC(N)=O)n23)CC(C)(C)OC4)n1	104
68	CC(C)(C)C(=O)NC1(C(F)(F)F)C(=O)Nc2c1c(=O)[nH]c(=O)n2Cc1ccco1 (stereo unspecified)	98
69	CC(C)(C)n1nnnc1C(c1cccnc1)N1CCN(C(=O)c2ccco2)CC1 (stereo unspecified)	85
70	O=C(Cn1nnc(-c2ccccc2F)n1)Nc1cccc2ncccc12	88
71	CN(C)CCCN(CCCNC(=O)/C=N/O)Cc1ccccc1	94
72	COc1ccc(S(=O)(=O)Nc2ccc(Cl)cn2)c(C)c1C	99
73	CCOC(=O)C1CCN(c2nc(C)nc3c2oc2ccccc23)CC1	84
74	Cc1ccc(C)c(N2CCN(C(=O)c3ccc(NS(=O)(=O)c4c(C)noc4C)cc3)CC2)c1	80
75	CCOc1cc(S(=O)(=O)NCc2ccc3c(c2)OCO3)ccc1F	86

(further entries)
cpd	molecule	SKBR3 24h inh
76	CC(=O)c1ccc(OCC(O)Cn2nnc3ccccc32)cc1 (stereo unspecified)	110
77	Cc1ccc(C(=O)NC=C(Cl)Cl)cc1	79
78	COc1ccc(-c2noc(-c3ccc(Cl)cc3)n2)cc1	88
79	CCOC(=O)CCNC(=O)CNC(=O)OCc1ccccc1	75
80	CCCNS(=O)(=O)c1ccc(CCC(=O)NCc2cccnc2)cc1	82
81	O=C1Nc2ccccc2C12OCCCCO2	100
82	Cc1ccc2c(c1)nnn2C1CCN(CC(=O)N2c3ccccc3CC2C)CC1 (stereo unspecified)	97
83	CCOC(=O)N1CCN(C(=O)C(CC)n2nc(C)c3sc4ccccc4c3c2=O)CC1 (stereo unspecified)	91
84	COC(=O)c1cc(-c2c[nH]c3ccccc23)n[nH]1	88
85	c1coc(CNc2nc3nonc3nc2NCc2ccco2)c1	90
86	CCOC(=O)c1cc(NC(=O)N2CCOCC2)c(C)nc1C	115
87	CSc1nsc(SCC(=O)Nc2cccc(C(C)=O)c2)n1	102
88	CCC(=O)N(CCO)Cc1cc2ccc(C)c(C)c2[nH]c1=O	87
89	O=C(NC1CCCCC1)NC1CCN(CC(=O)N2CCOCC2)CC1	88
90	CN1CCN(c2nc(C(N)=O)cc(-c3ccccc3)n2)CC1	73

The results go on.
cpd	SMILES	SKBR3 24h inh
91	Cc1ccccc1OCc1nnc(SCC(=O)Nc2ccc3c(c2)oc2ccccc23)n1C	89
92	O=C(Nc1ccc(N2CCN(Cc3ccccc3)CC2)cc1)c1cccnc1	97
93	CN=C1CC(C)(C)CC(=O)/C1=C(/O)CCC(=O)NC	78
94	O=C(NCC1CCC(C(=O)O)CC1)c1cccnc1 (stereo unspecified)	92
95	CCOC(=O)/C=c1\s/c(=C(\C#N)C(=O)OCC)n(-c2ccccc2)c1=O	113
96	Cc1ccc(CCNc2ccccc2)c[n+]1[O-]	91
97	Cc1nc2cc(O)ccc2n1C	97
98	Cc1ccc(CCN2CC(C(=O)NC3CCCC3)CC2=O)cc1 (stereo unspecified)	80
99	O=c1cc(O)sc2ccccc12	131
100	CCOC(=O)N1CCN(c2cc(=O)n(C3CCCCC3)c(=O)[nH]2)CC1	90

Ordered by molar mass (highest first): some entries from above
cpd	SMILES	SKBR3 24h inh
100	CCOC(=O)N1CCN(c2cc(=O)n(C3CCCCC3)c(=O)[nH]2)CC1	90
93	CN=C1CC(C)(C)CC(=O)/C1=C(/O)CCC(=O)NC	78
97	Cc1nc2cc(O)ccc2n1C	97

New compounds follow.
cpd	SMILES	SKBR3 24h inh
101	CC(=O)Nc1nc(C)c(S(N)(=O)=O)s1	60
102	Brc1ccccc1C1=Nn2c(nnc2-c2ccccc2)SC1	79
103	CCN(Cc1ccccc1)C(=O)C1CCN(Cc2ccc(OC)c(OC)c2OC)CC1	57
104	O=C(CN1C(=O)c2cccc3cccc1c23)Nc1ccc2c(c1)OCO2	104
105	CCOc1ccc(OCC)c(NC(=O)C2CCN(c3ncccn3)CC2)c1	110
106	Cc1cc(=O)oc(C)c1C(=O)NCC(C)NC(=O)c1c(C)cc(=O)oc1C (stereo unspecified)	100
107	OCc1nc(CO)n(Cc2ccccc2)n1	106
108	CCC(=O)N1CCc2cc(Br)cc(S(=O)(=O)CC(=O)OC)c21	107
109	Cn1c(SCc2nc3ccccc3[nH]2)nnc1-c1cccnc1	93
110	N#Cc1cn(-c2ccccc2)nc1-c1cc2ccccc2oc1=O	88

Carrying on:
cpd	SMILES	SKBR3 24h inh
111	CC1(C)Cc2nc3oc4c(NCc5ccccc5)ncnc4c3cc2CO1	108
112	CN(C)c1nc(N)nc(Cn2ccnc2)n1	95
113	CCOC(=O)c1ccccc1N/C=C1\CCCC1=O	96
114	Cc1c(Cl)cccc1Nc1nc(N)nc(CSc2ncccn2)n1	89
115	COC(=O)C1=C(Cn2cnc3ccccc32)NC(=O)NC1c1cc(C)ccc1C (stereo unspecified)	84
116	CCCCCn1c(=NC(C)=O)c(C#N)cc2c(=O)n3cccc(C)c3nc21	75
117	Cc1onc(-c2c(Cl)cccc2Cl)c1C(=O)NCC1CCCO1 (stereo unspecified)	78
118	Cn1nccc1C(=O)Nc1ccccc1C(=O)O	84
119	CCOC(=O)CSc1nnc(CNC(=O)c2ccccc2OC)n1-c1ccc(OC)cc1	90
120	O=C(NC1CCCCC1)c1ccc(S(=O)(=O)N2CCCCC2)cc1	126

Next part
cpd	SMILES	SKBR3 24h inh
121	CCOC(=O)c1c(N)sc(C(N)=O)c1C	93
122	CCn1c(CNc2ccc(OC)cc2)nnc1SCC(=O)N1CCCc2ccccc21	93
123	Cc1nnc(SCC(=O)N2CCC(c3noc4ccc(F)cc34)CC2)s1	107
124	COC(=O)c1ccccc1NC(=O)C(C)NS(=O)(=O)c1ccc(OC)cc1 (stereo unspecified)	85
125	Cc1ccc(S(=O)(=O)NCCCOC(=O)Nc2ccncc2)cc1	67
126	CCn1c(C)cc2c(c1=O)C(c1ccccc1Br)C(C#N)=C(N)O2 (stereo unspecified)	104
127	COc1ccc(C2C(C(=O)N3CCN(c4ccccc4F)CC3)c3ccccc3C(=O)N2C)cc1 (stereo unspecified)	74
128	CCCCOC(=O)CCn1c(=S)oc2ccccc21	80
129	O=C(Nc1nc(-c2ccc(S(=O)(=O)N3CCCCCC3)cc2)cs1)c1cccs1	80
130	Cc1occc1C(=O)NC1CCCCCC1	103

Five entries drawn at random from those above, as already listed:
cpd	SMILES	SKBR3 24h inh
14	O=C(CN(Cc1ccccc1)C(=O)CCC(=O)Nc1nccs1)NCc1ccco1	95
101	CC(=O)Nc1nc(C)c(S(N)(=O)=O)s1	60
93	CN=C1CC(C)(C)CC(=O)/C1=C(/O)CCC(=O)NC	78
123	Cc1nnc(SCC(=O)N2CCC(c3noc4ccc(F)cc34)CC2)s1	107
98	Cc1ccc(CCN2CC(C(=O)NC3CCCC3)CC2=O)cc1 (stereo unspecified)	80

Remaining list, next part:
cpd	SMILES	SKBR3 24h inh
131	CC(C(=O)c1ccccc1)n1c(N2CCOCC2)nc2c1c(=O)n(C)c(=O)n2C (stereo unspecified)	89
132	CCOC(=O)CSc1nnc([C@H](Cc2ccccc2)NC(=O)OC(C)(C)C)o1	112
133	COc1cc(OC)cc(C(C)=O)c1	60
134	c1ccc2c(c1)NC(CN1CCOCC1)CO2 (stereo unspecified)	106
135	COc1cc(Cl)cc(NC(=O)CCN2CCN(C)CC2)c1	85

Assay outcomes (PubChem BioAssay)
